# Source: PubChem BioAssay
# Rin1 Abl inh: blocks binding of human Rin1 to Abl; TR-FRET Rin1/Abl binding, biochemical; inhibition, % at 7.35 µM; actives 0.4% (n = 360,000); AID 588664; in the data active means inhibition above about 5%, passing the limit was not always enough
# MsrA inhibitor: bovine MsrA inhibition. inhibition, % at 15.5 µM. AID 651718. actives 0.75% (n = 360,000). purified bovine MsrA, absorbance read-out; in the data active means inhibition above about 4.5%;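 further: 0% = vehicle wells with enzyme and 100% = reference inhibitor wells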
# SKN-1 inh: inhibitors of C. elegans SKN-1. C. elegans VP596 Pgst-4::GFP/RFP ratio, acrylamide-induced, 24 h. inhibition, % at 21.8 µM. actives 0.49% (n = 360,000);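 active means interference check ratio from 0.5 to 1.5 plus GFP to RFP signal ratio inhibition reaching or exceeding a fixed threshold, cut at about 30% in these data, passing the limit was not always enough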; further: some compounds called inactive have numbers as strong as hits
# MT1-MMP act inh: blocks activation of human MT1-MMP; P50281; HT1080 RFP-PRO-GFP cells, GFP/RFP ratio fluorescence, overnight; percent of plate control window, DMSO zero; GFP/RFP ratio change, % at 20 µM; actives 0.061% (n = 360,000); AID 651647;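 active means GFP/RFP ratio change of at least 30% with cell ATP level not reduced by more than half and red fluorescence within 50% of control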; further: strong numbers were not always called active
#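 Assay system: HT1080 RFP-PRO-GFP cells | Dosing: 20 µM single dose, 1% DMSO | Incubation: Cells overnight before dosing, compound overnight, 37 °C, 5% CO2 | Evaluation: GFP/RFP fluorescence ratio | Control set: DMSO-only wells and HT1080 RFP-L50D-GFP cell wells as references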
# MsrA act: activators of bovine methionine sulfoxide reductase A; activation, % at 10.6 µM; actives 0.3% (n = 360,000); purified bovine MsrA, absorbance read-out; in the data active means activation above about 7.5%;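 further: 0% = vehicle and 100% = reference activator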
# FAS TE block: inhibitors of human fatty acid synthase thioesterase domain | P49327 | inhibition, % at 15 µM | actives 0.67% (n = 360,000) | recombinant FAS-TE, OMFH fluorogenic substrate, fluorescence endpoint | AID 602261;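 active means compounds whose normalised, plate-corrected inhibition of enzyme fluorescence in the single-dose primary screen is 50% or more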;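 further: 0% = DMSO with enzyme and 100% = substrate without enzyme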
# NRP1-CendR mod: modulators of CendR peptide binding to human neuropilin-1. O14786. actives 0.85% (n = 360,000). FAM-RPARPAR peptide binding to NRP-1, fluorescence polarization. inhibition, % at 25 µM. AID 602438;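 active means inhibition or corrected inhibition above about 18%, plus a signal ratio from 0.5 to 1.5, limit read from the data, passing the limit was not always enough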; further: strong numbers were not always called active
# Neddyl block: inhibitors of human cullin neddylation. AID 651699. TR-FRET cullin neddylation, biochemical. P61081+Q13564. calls only at 25 µM. actives 0.58% (n = 360,000); in the data active means inhibition above about 36%
# Target sequence (P61081 whole entry, looked up): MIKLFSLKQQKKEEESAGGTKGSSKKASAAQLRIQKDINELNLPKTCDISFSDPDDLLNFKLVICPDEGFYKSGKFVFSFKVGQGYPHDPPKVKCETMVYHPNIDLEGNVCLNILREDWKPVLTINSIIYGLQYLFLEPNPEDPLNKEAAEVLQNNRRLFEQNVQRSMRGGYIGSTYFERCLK
# Target sequence (Q13564 whole entry, looked up): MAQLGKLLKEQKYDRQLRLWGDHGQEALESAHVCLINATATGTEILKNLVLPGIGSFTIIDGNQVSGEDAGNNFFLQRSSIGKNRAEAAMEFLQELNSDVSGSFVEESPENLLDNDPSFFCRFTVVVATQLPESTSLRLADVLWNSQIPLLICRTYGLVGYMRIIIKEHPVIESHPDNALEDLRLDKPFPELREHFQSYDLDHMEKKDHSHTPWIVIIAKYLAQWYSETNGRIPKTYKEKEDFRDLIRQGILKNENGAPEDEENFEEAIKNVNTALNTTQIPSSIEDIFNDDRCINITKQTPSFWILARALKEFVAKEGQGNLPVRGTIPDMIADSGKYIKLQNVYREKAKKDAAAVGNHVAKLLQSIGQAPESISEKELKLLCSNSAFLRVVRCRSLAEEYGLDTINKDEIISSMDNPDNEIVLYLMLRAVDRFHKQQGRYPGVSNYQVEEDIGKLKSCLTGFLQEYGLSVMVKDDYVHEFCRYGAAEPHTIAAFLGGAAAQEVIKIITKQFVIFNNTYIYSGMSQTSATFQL
# eLon inh: inhibitors of E. coli Lon protease; actives 0.42% (n = 360,000); AID 602123; purified E. coli Lon protease, fluorescence polarization; inhibition, % at 7.94 µM; in the data active means inhibition above about 13%, passing the limit was not always enough;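 further: 0% = enzyme with probe and DMSO and 100% = no enzyme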
# * = called active by the depositor; i = inactive; . = not tested or not shown.
mol	Rin1 Abl inh	MsrA inhibitor	SKN-1 inh	MT1-MMP act inh	MsrA act	FAS TE block	NRP1-CendR mod	Neddyl block	eLon inh
CCC(OC(=O)C1=Cc2ccccc2OC1)C(=O)NCc1ccco1 (stereo not drawn)	3	-0.3	-8	2	-12	-5	-1	i	3
CCc1ccc(/C=C/c2c[nH]c3ccccc23)[n+](CC)c1	-16	1.5	1	-107	-2	-6	-50	i	-21
O=C(NNC1CC(=O)N(c2ccc(Br)cc2)C1=O)c1ccccn1 (stereo not drawn)	4	-1.1	11	-1	-4	-8	0	i	-2
Cc1nc(C(=O)O)nn1-c1ccc([N+](=O)[O-])cc1	-1	-0.7	8	4	-1	-4	-2	i	0
CC(C)Oc1ccc(/C=N/NC(=O)c2nnn(-c3nonc3N)c2CN(C)c2ccccc2)cc1	4	0.6	10	1	-4	24	10	i	2
COCCCNC(=S)Nc1cc(C)c(C)cc1C	2	-1.2	6	1	-1	-8	-1	i	-1
COc1ccc(NC(=O)NC2CCCCC2C)cc1 (stereo not drawn)	4	-1.2	4	-2	-4	-10	-3	i	-1
O=C(O)c1ccc(CSc2nnc(COc3ccccc3)o2)cc1	2	0.3	-4	-1	-2	-7	22*	i	2
Cc1cc(C)c(C)c(S(=O)(=O)N(C)CCc2ccccn2)c1C	4	0.0	16	0	-6	2	-4	i	-1
NC(=O)c1sc2nc3c(cc2c1N)CCCCCC3	-2	0.0	3	-4	-1	-1	11	i	-1
COC(=O)C1=CN(c2ccc(OC)cc2OC)C(N)=C(C#N)C1c1cccc([N+](=O)[O-])c1 (stereo not drawn)	.	0.9	17	18	.	.	-15	i	.
O=C(NCCOCCOCCNC(=O)c1ccccc1)c1ccccc1	-1	-0.6	10	1	-4	-13	5	i	4
Nc1ccn([C@@H]2O[C@H](CNCc3cccc(OC4CCCC4)c3)[C@@H](O)[C@H]2O)c(=O)n1	-3	-0.7	5	-1	-2	-9	-2	i	-7
COc1ccc(S(=O)(=O)N2CCC(C(=O)N[C@H](C(=O)NCc3ccncc3)C(C)C)CC2)cc1	2	0.5	6	1	1	-8	5	i	9
O=c1[nH]cnc2sc3c(c12)CN(Cc1ccccc1)CC3	0	.	-7	-23	-5	-4	-9	.	10
CCc1c(O)nc(SCC(=O)N(CC)CC)[nH]c1=O	-4	1.4	1	4	-1	-8	6	i	-2
CC(/C=C/c1ccco1)=N\NC(=O)c1cccnc1	5	-0.6	0	2	-9	-9	-7	i	-2
Cc1ccc(S(=O)(=O)N2CCN(C(=O)COC(=O)c3ncc(Cl)c(Cl)c3Cl)CC2)c(C)c1	0	0.6	14	3	-1	33	-1	i	-5
COc1ccccc1-c1nnc(SCC(=O)N2CCC(C)CC2)o1	0	-0.3	6	0	-2	-6	11	i	-13
O=C(COC(=O)CCc1ccccc1)NNC(=O)c1ccccc1	5	0.7	24	2	-3	-4	-14	i	26
COc1ccc(N2CC(C(=O)NCCc3c[nH]c4ccccc34)CC2=O)cc1 (stereo not drawn)	2	-1.9	-3	-1	-1	-2	4	i	-6
C[C@H](NC(=O)[C@H](Cc1ccccc1)n1c(=O)[nH]c2ccccc2c1=O)C(=O)N1CCC(C(=O)O)CC1	0	0.5	0	2	-1	-5	0	i	-8
CCOC(=O)c1cc(-c2ccc3c(c2)OCO3)nc2onc(C)c12	-3	-0.1	-24	-4	-10	5	-5	.	-4
CC(N=C1NS(=O)(=O)c2ccccc21)c1ccccc1 (stereo not drawn)	-1	0.7	16	-1	-3	-5	-12	i	-10
O=C(CCN1C(=O)COc2ccccc21)NCCCN1CCN(c2ccc(F)cc2)CC1	0	-1.2	7	-1	-2	-5	5	i	-8
O[C@@H]1CN(Cc2cccs2)[C@@H](c2ccc(Cl)cc2)C[C@H]1n1cc(C2CC2)nn1	-2	-2.0	3	0	-1	5	3	i	-8
Cc1ccccc1COc1ccc(/C=C(\C#N)C(N)=O)cc1	0	1.6	3	1	-2	2	4	i	4
COc1cc(C=C2C(=O)C=CC2=O)ccc1O	.	1.6	6	9	-15	-2	-142	i	-139
COc1ccc(C(c2nnnn2C(C)(C)C)N2CCN(C/C=C/c3ccccc3)CC2)cc1 (stereo not drawn)	0	1.3	-6	2	-1	2	17	i	-8
COc1ccccc1NC(=S)N1CCCC1	-1	0.0	4	-1	-10	-6	-2	i	5
COc1ccc(/C=N/NC(=O)c2cccc(NC(=O)c3ccccc3Cl)c2)cc1OC	2	4.3	5	-5	-5	-2	-2	i	-8
O=C(N/N=C/c1ccco1)C1(O)c2ccccc2-c2ccccc21	-3	-0.4	24	2	-1	-4	8	i	3
O=C1c2ccccc2NC(c2cccc(O)c2)N1NS(=O)(=O)c1ccccc1 (stereo not drawn)	2	0.4	25	-5	-5	-1	4	.	4
CCC1CCC(N2CCN(c3cccc(OC)c3)CC2)CC1 (stereo not drawn)	1	-0.2	11	2	-1	1	2	i	-2
Cn1c(N)c(C(=O)COC(=O)COc2ccc(C#N)cc2)c(=O)n(C)c1=O	-2	2.2	5	6	-4	-6	-6	i	-7
CCOC(=O)c1ccc(CC(=O)c2oc3cc(O)ccc3c2C)o1	1	-0.1	16	-32	-3	0	-51	.	-9
COC(=O)c1c(NC(=O)COC(=O)CCNS(=O)(=O)c2ccccc2)sc(C)c1C	1	-0.6	22	2	-2	17	7	i	-3
Cc1cc(C)c(NC(=O)C(C)Sc2nc3ccc(N4C(=O)c5ccccc5C4=O)cc3s2)c(C)c1 (stereo not drawn)	1	1.1	5	-1	-5	-5	6	i	8
CC(C)CC[C@@H](O)[C@](C)(O)C1CC[C@@]2(O)C3=CC(=O)[C@@H]4C[C@@H](O)[C@@H](O)C[C@]4(C)C3CC[C@]12C (stereo partly drawn)	3	0.1	2	0	-2	-14	-1	i	7
CC(=O)N1CCN(c2ccccc2NC(=O)c2cc3ccccc3o2)CC1	-1	0.1	-1	0	-13	4	5	i	9

# Limited to MsrA act, MT1-MMP act inh and Rin1 Abl inh (three entries from above):
molecule	MsrA act	MT1-MMP act inh	Rin1 Abl inh
CCC1CCC(N2CCN(c3cccc(OC)c3)CC2)CC1 (stereo not drawn)	-1	2	1
Cn1c(N)c(C(=O)COC(=O)COc2ccc(C#N)cc2)c(=O)n(C)c1=O	-4	6	-2
CCOC(=O)c1ccc(CC(=O)c2oc3cc(O)ccc3c2C)o1	-3	-32	1

# More records
mol	Rin1 Abl inh	MsrA inhibitor	SKN-1 inh	MT1-MMP act inh	MsrA act	FAS TE block	NRP1-CendR mod	Neddyl block	eLon inh
CC(C)NS(=O)(=O)c1ccc(NC(=O)C(C)OC(=O)CCC(=O)c2cccs2)cc1 (stereo not drawn)	3	0.4	11	-4	-1	-3	3	i	-7
COc1ccccc1NC(=O)c1ccc(-c2nn(C)c(=O)c3ccccc23)cc1	1	0.3	3	5	0	8	-3	i	-6
CC(C)NC(=O)/C(C#N)=C/c1ccc2c(c1)OCCO2	0	6.3*	3	-1	-9	-7	5	i	-6
CC1(C)Cc2c(c(-c3ccccc3)[nH]c(=O)c2C#N)CO1	1	4.0	-10	3	-8	-1	15	i	3
CCN1CCc2c(C#N)c(NCc3ccccc3)nc(N(CC)CC)c2C1	6	1.0	18	3	-3	8	3	i	0
CCN(CC)C(=N)/C(C#N)=N/Nc1ccc(C)cc1	0	3.0	-1	-3	-4	-5	-3	i	3
Cc1ccc(C)c(N(Cc2ccccc2F)S(C)(=O)=O)c1	2	1.8	25	.	1	4	-15	i	-5
Cc1cccc(C(=O)N2CCC(C)(C(=O)NS(=O)(=O)C3CC3)C2)c1C (stereo not drawn)	-1	-1.5	-8	2	-1	-6	3	i	-2
CNC(=S)N/N=C/c1ccc2c(c1)OCCO2	-3	2.8	-10	1	-11	-8	4	i	4
C/C(=N/NC(=O)CSc1nc2ccccc2n1C)c1ccco1	0	-0.7	-7	1	-5	-1	12	i	0
COc1cc(NC(=O)C(C)C)ccc1NC(=O)c1ccco1	1	0.4	-3	8	-8	-12	1	i	-2
O=C(Nc1nnc(SCc2cccc3ccccc23)s1)C1COc2ccccc2O1 (stereo not drawn)	-3	0.3	3	0	-4	28	2	i	-2
C=C(C)CNC(=S)Nc1cccc2cnccc12	-3	-0.1	9	0	-2	-14	-1	i	-10
CCN1CCN(Cc2ccc(NC(=O)c3ccc(C)c(NC(=O)c4nccn4C)c3)cc2C(F)(F)F)CC1	1	0.2	13	2	-1	-2	10	i	3
CCOC(=O)Cn1nc(-c2ccccc2)nc1-c1ccccc1	-1	0.3	4	-3	-8	-1	-2	i	-1
CCOc1ccc(NC(=O)COc2ccc(C(=O)NCC3CCCO3)cc2OC)cc1 (stereo not drawn)	-1	0.9	-9	0	-4	-6	8	i	-2
Cc1cn2c(-c3ccc(Cl)cc3)nnc2s1	-2	-1.0	-16	-2	-11	-5	-20	i	-5
Cc1ccc(OCc2nnc(SC(C)C(=O)O)n2-c2ccccc2)cc1 (stereo not drawn)	1	-1.3	16	-2	-3	-6	-8	i	-10
OCCCCCN=c1cc(-c2ccccc2)oc2ccc(Cl)cc12	-10	2.1	9	-1	-3	-3	10	i	-3
O=C(CNC(=O)c1ccco1)N/N=C/c1cccs1	1	1.6	0	-3	-3	-6	-2	i	0
Nc1nc(SCc2ccccn2)c2ncn(C3CCCC3)c2n1	3	-0.5	-18	0	-2	-7	11	i	-5
O=C(COc1ccc2ccccc2c1)NNC(=O)Cc1ccccc1	-4	0.4	5	4	0	-8	4	i	-5
COc1ccc(-c2cc([C@H]3[C@@H]4C=CCC[C@@]4(C)C(=O)N3Cc3ccccc3)ccc2F)cc1	-3	1.3	-6	-2	-6	24	-1	i	7
COc1ccccc1NC(=O)Cn1nnc(C(=O)NCCc2ccccc2)c1N	1	-0.1	-1	6	-7	-2	12	i	3
CC1(C)C(C=C(Cl)Cl)C1C(=O)OCc1cccc(Oc2ccccc2)c1 (stereo not drawn)	-1	-0.8	-3	-3	-2	30	-4	i	0
Nc1nc(=O)c2ccccc2s1	1	0.5	5	-1	2	-3	11	i	-5
Cc1ncoc1C(=O)N1CCCC(CCC(=O)NCc2ccc(F)c(F)c2)C1 (stereo not drawn)	5	-1.9	4	-6	-2	-6	0	i	-3
CCN(CC)S(=O)(=O)c1ccc(OC)c(NC(=O)CSc2cc(Cl)ccc2Cl)c1	-1	1.3	-1	-2	-3	24	0	i	0
CC1Cc2[nH]c(=S)[nH]c(=O)c2C(C(C)C)O1 (stereo not drawn)	.	1.2	-8	2	-2	-3	2	i	-5
CCS(=O)(=O)N1CCC(C(=O)NCCc2ccccc2)CC1	1	0.4	13	3	-1	-7	0	i	-7
COc1ccc(-n2c(COc3ccccc3)nnc2SCC(N)=O)cc1	-3	1.2	-3	0	3	-4	-10	i	1
O=C(Nc1ccc(CN2CCOCC2)cc1)c1ccc(Cl)cc1Cl	2	0.6	-6	19	-12	-5	-2	i	0
COc1ccc(CNS(=O)(=O)NCc2ccc(C)cc2)cc1OC	3	-1.2	-6	3	2	-4	-1	i	-6
CN(C)S(=O)(=O)n1cc(/C=C(\NC(=O)c2ccccc2F)C(=O)N2CCCCC2)c2ccccc21	0	-0.3	13	.	-9	3	0	i	-10
CC(=O)Nc1c(C)nn(C(C)=O)c1C	0	-0.3	1	-2	-1	-5	2	i	-7
O=C(/C=C/c1cn(-c2ccccc2)nc1-c1ccccc1)Nc1ccc(C(=O)O)cc1	-2	1.3	9	4	-3	23	-1	i	4
